Compound activity (PubChem BioAssay)
WT yeast gro inh: growth inhibition of WT yeast, mitochondrial fusion screen; mitochondrial fusion phenotypic screen, WT strain; inhibition, % at 10 µM; 2.1% of 190,000 active; AID 1362; in the data active = inhibition above about 58%; tested in S. cerevisiae
K1F lysis inhibition: protection from phage-mediated lysis, alamar blue read-out – E. coli UTI89, K1F phage, bacterial capsule biogenesis inhibitors (AID 488966); 0.02% of 340,000 active; E. coli UTI89 K1F phage lysis, alamar blue, 2 h; higher % means a stronger effect; one-dose inhibition, % at 100 µM; IC50 in µM for titrated hits;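 active = phage lysis inhibition, versus mean bacterial control, above a set limit; inconclusive = no clear call, values can overlap the other calls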;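 note: capsule biogenesis inhibitors block K1F phage lysis so surviving cells raise fluorescence; higher fluorescence means more inhibition of phage lysis; actives were called in the ten point dose series up to 300 µM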
RSV antiviral HEp-2: inhibition of RSV-induced cytopathic effect – HEp-2 cells, primary 10 µM value included (AID 2391); HEp-2 cells, RSV-induced CPE inhibition; higher % means a stronger effect; CPE inhibition, % at 10 µM, or IC50 in µM where a hit was titrated; 0.13% of 310,000 active; in the data active = a potency from the dose series; inconclusive = CPE inhibition mostly from about 23% at the one dose, without a potency; inactive = the rest, 99 in 100 with CPE inhibition below about 21%; note: strong numbers were not always called active
NTR1 ag: agonists of NTR1, primary screen, imaging, U2OS cells, beta-arrestin-GFP, high content (AID 493036); 0.17% of 330,000 active; NTR1-U2OS beta-arrestin-GFP spot imaging, agonist mode; activation, % at 20 µM;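 active = activation at or above 40% of the spot to cytoplasm intensity ratio, with at least 20 cells analyzed; inconclusive = wells under 20 cells, flagged as cytotoxic or low count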;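 note: 0% = DMSO without peptide and 100% = 100 nM NTR1 peptide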
Target sequence (P30989 whole entry, looked up): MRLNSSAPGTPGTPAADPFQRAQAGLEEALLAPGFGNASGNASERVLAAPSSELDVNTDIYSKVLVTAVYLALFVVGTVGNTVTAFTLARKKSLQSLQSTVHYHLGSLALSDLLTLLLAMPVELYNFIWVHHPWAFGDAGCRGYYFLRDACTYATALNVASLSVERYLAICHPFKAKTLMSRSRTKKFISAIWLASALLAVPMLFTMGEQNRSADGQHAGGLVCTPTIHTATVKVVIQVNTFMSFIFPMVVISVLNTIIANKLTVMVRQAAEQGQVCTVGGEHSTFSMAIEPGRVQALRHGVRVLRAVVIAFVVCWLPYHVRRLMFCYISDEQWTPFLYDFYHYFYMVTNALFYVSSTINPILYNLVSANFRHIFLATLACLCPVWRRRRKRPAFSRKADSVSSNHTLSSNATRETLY
NS5 inhibitors: Dengue-2 NS5 methyltransferase inhibitors, primary screen, biochemical, confirmation dose response (AID 588689); Dengue-2 NS5 methyltransferase capping enzyme assay, biochemical; higher % means a stronger effect; one-dose inhibition, % at 25 µM; IC50 in µM for titrated hits; 0.3% of 340,000 active; in the data active = a potency from the dose series; inconclusive = inhibition above about 29% without an active follow-up result
LYP phosphatase: PTPN22 lymphoid phosphatase activity blockers – biochemical, fluorescence intensity, uHTS (AID 1779). recombinant LYP phosphatase, fluorescence intensity; higher % means a stronger effect. inhibition, % at 11.5 µM, or IC50 in µM where a hit was titrated. 0.054% of 290,000 active; in the data active = inhibition above about 50%;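 note: plate controls were vehicle with enzyme for no effect and no enzyme for full effect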
GPR35 arrestin U2OS: inhibition of zaprinast-stimulated GPR35 beta-arrestin translocation – imaging, U2OS, beta-arrestin-GFP, zaprinast agonist, primary screen (AID 2058) | U2OS GPR35 beta-arrestin-GFP translocation imaging, zaprinast antagonism; higher % means a stronger effect | inhibition, % at 10 µM, or IC50 in µM where a hit was titrated | 0.052% of 290,000 active;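 active = inhibition of at least 50% with at least 30 cells and total cytoplasm GFP at most 10,000,000; inconclusive = under 30 cells or total GFP of 10,000,000 plus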
Autophagy mod: modulators of autophagy; 0.98% of 190,000 active; AID 463193; MEF GFP-LC3 puncta imaging; test concentration mostly 10 µM; calls only at 10 µM (by protocol);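 active = percentage of spot-positive cells more than 3 SD above its plate mean, without a fluorescence outlier flag or 80% toxicity; inconclusive = no clear call, values can overlap the other calls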;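 note: spot-positive cell cutoff set from DMSO-treated cells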
AID2073: inhibitors of Mint1-CaV2.2 protein interaction, biochemical, HTRF (AID 2073); 0.19% of 290,000 active; inhibition, % at 20 µM; hits with a dose series show IC50 in µM; HTRF protein-protein interaction, Mint1-CaV2.2; higher % means a stronger effect; in the data active = inhibition mostly above about 51%, no sharp cut-off; inconclusive = no clear call, values can overlap the other calls; inactive = mostly below about 53%; note: some results filed as inactive read as strong as hits
WT yeast gro inh mutant strain: recorded beside WT yeast gro inh, whose call it bears; inhibition, %; mitochondrial fusion phenotypic screen, mutant strain inhibition
Autophagy mod cell loss 18 h: recorded beside Autophagy mod, whose call it bears; toxicity, %; measured here: cell loss, nuclei count;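 cell loss after 18 h compound exposure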
NTR1 ag cell count 20 µM: recorded beside NTR1 ag, whose call it bears; cell count; measured here: cell count, cytotoxicity flag
NS5 inhibitors pilot replicate: also measured in NS5 inhibitors; calls as there; inhibition, %; measured here: pilot screen replicate inhibition
An asterisk follows results filed as active; i = inactive; u = inconclusive; x = not tested or not shown; [ ] = dose if it differs, or a comment.

SMILES	WT yeast gro inh	WT yeast gro inh mutant strain	K1F lysis inhibition	RSV antiviral HEp-2	NTR1 ag	NTR1 ag cell count 20 µM	NS5 inhibitors	LYP phosphatase	GPR35 arrestin U2OS	Autophagy mod	Autophagy mod cell loss 18 h	AID2073	others
COC(=O)c1sccc1NC(=O)c1c(Cl)cnn1C	x	x	0.4%[50 µM]	5.4%	-0.2	56	4%	-8%	-4%	x	x	14%
COc1ccccc1Oc1c(C)oc2c(CN3CCN(CCO)CC3)c(O)ccc2c1=O	3	1	x	-0.9%	-0.2	48	x	-5%	-10%	i	-9	38%
CCOC(=O)C(C)Sc1ncc(-c2ccccc2)cn1 (centres undefined)	1	-9	0.8%	2.1%	-0.6	34	x	-2%	-11%	i	1	-7%
Cc1ccccc1NC(=O)c1cc(N)ccc1N1CCCCC1	-6	1	7.1%	3.8%	10	59	-9%	-1%	6%	i	4	14%
COc1cccc(CNC(=O)C2CCC(CNc3c(N4CCC(C)CC4)c(=O)c3=O)CC2)c1 (centres undefined)	x	x	1.2%[50 µM]	-2.4%	1.2	63	2%	1%	1%	x	x	5%
Cc1ccc(NC(=O)CSc2sc3c(O)cc(=O)[nH]c3c2C#N)c(F)c1	x	x	0.1%	-0.7%	-1.7	41	-2%	-8%	0%	x	x	54%
CCOC(=O)C(Cc1ccccc1)NC(=O)CCc1nnc2ccc(N3CCCC3)nn12 (centres undefined)	x	x	0.1%	1.9%	2.4	75	-3%	-11%	-16%	x	x	9%
Cc1ccc(-c2cc(C(=O)Nc3ccc(S(=O)(=O)Nc4ncccn4)cc3)c3ccccc3n2)cc1	-14	-9	1.3%	4.9%	1.4	70	9%	-6%	6%	i	-9	-8%
C/C(CC(=O)Nc1ccccn1)=N\NC(=O)C(=O)Nc1cccc(C)c1	1	4	0.6%	1.3%	-1.0	38	-7%	-12%	12%	i	-29	10%
CC(=O)N1CCc2cc(S(=O)(=O)NC(Cc3ccccc3)C(=O)NCCN3CCCCC3C)ccc21 (centres undefined)	-9	-7	0.9%	-0.2%	0.6	36	-4%	-14%	0%	i	16	42%
COc1ccccc1-c1cc(C(=O)N2CCN(c3ccccc3OC)CC2)no1	18	5	0.3%	1.8%	5.2	56	-10%	-8%	28%	i	13	-8%
CC(C)C[C@H]1CN=C(Nc2ccccc2)N1CC(C)C	x	x	2.0%	1.2%	0.4	75	66%	x	x	x	x	x
Cc1ccc(NC(=O)c2ccc(Br)o2)cc1S(=O)(=O)N(C)C	-8	-2	0.3%	-0.9%	1.9	57	-4%	-2%	2%	i	7	20%
O=C(Oc1ccc2ccc(O)cc2c1)C1CCCCC1	5	-5	x	-1.0%	-2.8	100	x	-2%	15%	i	-5	10%
CC(=O)N1CCCc2cc(S(=O)(=O)Nc3ccc(C)cc3C)ccc21	2	-13	0.2%	4.3%	1.9	60	0%	-6%	-1%	i	-19	-2%
O=C(Nc1ccc(-c2nnc(-c3ccco3)o2)cc1)C(c1ccccc1)c1ccccc1	2	4	1.8%	11%	2.4	43	22%	-4%	-4%	i	-1	12%
O=c1c(Oc2ccccc2)coc2cc(O)cc(O)c12	x	x	-0.1%	0.2%	4.1	99	1%	x	x	x	x	x
Cc1cnc(NC(=O)NCC2CCCC(CNC(=O)Nc3ncc(C)s3)C2)s1 (centres undefined)	x	x	0.2%	6.2%	1.7	54	-14%	-3%	4%	x	x	0%
Cn1c(Cn2c(=O)sc3ccccc32)nnc1SCc1ccccc1	3	7	4.2%	-1.6%	10	56	-5%	-4%	2%	i	-11	4%
C=CCn1c(SCC#N)nc2ccccc2c1=O	-12	-1	0.2%	-0.9%	-1.1	46	1%	-4%	12%	i	5	-6%
O=C(Nc1ccccc1C(=O)N1CCCCC1)c1cccs1	x	x	0.0%	0.5%	1.3	61	-5%	1%	2%	x	x	-4%
c1ccc(Cn2nnc3c(NCc4ccc5c(c4)OCO5)ncnc32)cc1	x	x	0.8%	-1.3%	1.1	61	9%	-8%	-3%	x	x	14%
Cc1cc(-c2nc3ncccc3o2)ccc1N	17	19	4.4%	3.1%	0.1	48	-26%	-23%	6%	i	-1	31%
Cc1cc(O)c(C(=O)/C=C/c2ccccc2Br)c(=O)o1	x	x	0.2%	0.6%	-0.3	70	2%	-2%	6%	x	x	26%
COc1ccc(-n2nc3c(c2NC(=O)c2c(F)cccc2Cl)CS(=O)C3)cc1 (centres undefined)	-22	12	0.0%	1.7%	-0.7	42	4%	-3%	1%	i	-3	34%
C/C(CC(C)C)=N\Nc1ccc(S(N)(=O)=O)cc1[N+](=O)[O-]	11	10	-0.2%	2.4%	5.8	45	-4%	4%	-8%	i	5	-4%
O=C(Nc1ccccc1Cc1ccccc1)c1oc2ccccc2c1COc1ccccc1	7	-14	0.4%	6.0%	0.3	53	-6%	1%	-4%	i	6	15%
Cc1ccc2c(c1)N(S(=O)(=O)c1ccc(CN3C(=O)c4cccnc4C3=O)s1)CCO2	x	x	-0.2%	4.2%	1.0	64	-1%	-6%	-7%	x	x	9%
C=CCSc1nc2sc(-c3ccccc3)cc2c(=O)n1N	-16	-2	-0.1%	9.2%	0.6	37	11%	-7%	22%	i	-19	12%
COC(=O)c1ccc(N2CCN(c3ccccc3)CC2)nc1	x	x	0.2%	1.5%	1.8	83	-2%	-2%	6%	x	x	46%
O=C1c2cccc(Cl)c2C(=O)c2c1cccc2N1CCCC1	x	x	-2.7%	u	1.6	85	10%	x	x	i	-26	x
CNC(=O)NC(=O)C(C)OC(=O)CCCSc1nc2ccccc2s1 (centres undefined)	-6	-6	9.1%	2.1%	2.1	46	-2%	-3%	1%	i	-2	-2%
CN(C)S(=O)(=O)c1ccc(NC=C(C#N)C#N)cc1	x	x	0.4%	2.3%	0.7	63	-14%	3%	-9%	x	x	17%
N#C/C(C(=O)NCc1ccccc1)=C1/N=C(NC(=O)c2cccs2)c2ccccc21	12	1	3.3%	3.9%	3.2	54	-12%	-6%	-6%	i	9	8%
Cc1ccc(C)c(N2N=C(C(=O)Nc3cccnc3)CCC2=O)c1	x	x	0.5%[50 µM]	1.1%	3.9	97	-5%	x	x	x	x	x
CN(CC(=O)Nc1ccc(F)cc1)C(=O)COC(=O)CNC(=O)c1sc2ccccc2c1Cl	x	x	-0.6%	-2.1%	-1.1	56	-4%	x	x	x	x	x
NC(=O)C1CCN(CC(=O)Nc2cc(Cl)ccc2Oc2ccccc2)CC1	8	-9	0.6%	-1.3%	-0.2	107	-4%	-4%	-5%	i	-6	-1%
O=C(CCCc1ccccc1)Nc1cccc2c1CCCC2	8	-2	0.6%	1.2%	-1.1	54	-12%	3%	-2%	i	4	-3%
CC(=O)Nc1ccc(-c2nnc(SCC(=O)c3ccc4c(c3)Cc3ccccc3-4)n2C)cc1	x	x	1.5%	4.2%	2.3	76	-4%	0%	6%	i	-26	38%
CC(C)CC(C(=O)Nc1cccc(O)c1)N1C(=O)c2ccccc2C1=O (centres undefined)	x	x	0.1%	1.4%	0.2	62	1%	-8%	-3%	x	x	13%	NS5 inhibitors pilot replicate=0.0
O=C(CN(C(=O)CCC(=O)Nc1nccs1)c1ccc(F)cc1)NCc1ccccc1	x	x	0.0%	0.7%	-1.1	48	4%	-9%	16%	x	x	3%
CCCOc1ccc(N/C=C/C(=O)C(C)(C)C)cc1	-11	-8	0.1%	-0.4%	2.1	72	-2%	-5%	-1%	i	-7	-7%
CN(c1ccccc1C(=O)Nc1ccccc1-c1ccccc1)S(C)(=O)=O	x	x	0.3%	0.6%	0.5	41	3%	-10%	0%	x	x	6%
Cn1cnc2c(N3CCCCC3)nccc21	-1	-8	-0.4%	0.9%	0.0	62	1%	-5%	-5%	i	4	4%
CCOC(=O)N1CCN(C(=O)CCS(=O)(=O)c2ccc(Br)s2)CC1	5	22	-1.0%	2.0%	-0.2	80	-4%	-4%	5%	i	4	-2%
CCCOc1ccc(NC(=O)c2c(-c3ccccc3)noc2C)cc1	5	-3	-0.2%	1.4%	1.3	70	-3%	-4%	3%	i	-5	7%
Cn1c(-c2ccc(-c3ccccc3)cc2)c[nH]c1=S	1	6	-0.3%	5.5%	-0.6	46	-15%	4%	25%	i	6	4%
CC12COC3(C(=O)Nc4ccc(Cl)cc4)CC1CCC32C (centres undefined)	15	14	1.2%	0.2%	1.6	43	-6%	-1%	8%	i	-4	19%
Cc1cc2cc(CN(Cc3ccc4c(c3)OCO4)C(=O)c3ccco3)c(=O)[nH]c2cc1C	53	16	0.6%	3.6%	2.7	40	3%	4%	8%	i	-1	15%
COc1ccc(-c2nc(CS(=O)CC(=O)NCc3cccnc3)c(C)o2)cc1OC (centres undefined)	-14	5	-1.1%	1.0%	0.0	94	-5%	-8%	12%	i	-6	-5%
Cc1ccc(C(=O)c2cc([N+](=O)[O-])ccc2N2CCOCC2)c(C)c1	38	30	-0.2%	3.3%	2.7	46	-2%	0%	4%	i	52	6%
C/C(=N\N1CCCCC1)c1ccccc1O	x	x	0.2%	0.1%	-0.4	97	-2%	-11%	-12%	x	x	2%
COc1ccc(N2CCN(S(=O)(=O)CCNC(=O)COc3ccccc3C)CC2)cc1	x	x	0.9%[50 µM]	2.2%	-1.1	57	1%	x	x	x	x	x
COc1ccc(S(=O)(=O)N(CC(=O)N2CCCCCC2)c2ccccc2OC)cc1	x	x	4.3%	0.9%	-1.2	43	-7%	-3%	-2%	x	x	0%
COc1ccc(OC)c(NC(=O)CCCSc2ccccc2)c1	x	x	-0.5%	7.9%	0.2	51	-4%	2%	7%	x	x	19%
COc1ccc(OC)c(-c2csc(NC(=O)Cc3cc(OC)c(OC)c(OC)c3)n2)c1	x	x	0.0%	8.8%	3.3	52	-3%	-5%	-11%	x	x	7%
COc1ccc2oc(C(=O)CCC(=O)O)c(N)c2c1	5	3	-2.4%	1.7%	3.8	58	-8%	-5%	1%	i	12	2%
COc1ccc(Cl)cc1NC(=O)CN(C)C(=O)CCC(=O)c1cc(C)sc1C	x	x	-0.3%[50 µM]	1.8%	1.8	39	1%	x	x	x	x	x

Rows are unselected (roughly 2.6% active in at least one column).
